High-throughput results from PubChem.
PME-1 inh: PME-1 inhibitors via competitive probe labeling, primary screen, biochemical, fluorescence polarization, FP-Rh probe, HTS. actives 0.53% (n = 320,000). recombinant PME-1. Protein phosphatase methylesterase 1 (Homo sapiens), Q9Y570. inhibition, % at 5.9 µM;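 active means inhibition above the campaign mean of all compounds plus 3 SD, cut at about 26% in these data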;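 further: competitive labeling of PME-1 active site by serine hydrolase directed probe; 0% = PME-1 with DMSO and 100% = wells lacking PME-1 enzyme; inhibitors block probe labeling so polarization falls and inhibition rises; many of its hits are not listed in these tables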
GSTO1 inh: inhibitors of recombinant GSTO1, primary screen, counter-screen for RBBP9 inhibitor project, biochemical, fluorescence polarization | Glutathione S-transferase omega-1 (Homo sapiens), P78417 | activity-based probe fluorescence polarization | inhibition, % at 5.96 µM | actives 1.1% (n = 300,000) | AID 1974, 2009;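 active means inhibition above the campaign mean inhibition plus 3 SD, cut at about 35% in these data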;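 further: 0% = GSTO1-1 with DMSO and 100% = wells lacking GSTO1-1 enzyme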
Target sequence (P78417 whole entry, looked up): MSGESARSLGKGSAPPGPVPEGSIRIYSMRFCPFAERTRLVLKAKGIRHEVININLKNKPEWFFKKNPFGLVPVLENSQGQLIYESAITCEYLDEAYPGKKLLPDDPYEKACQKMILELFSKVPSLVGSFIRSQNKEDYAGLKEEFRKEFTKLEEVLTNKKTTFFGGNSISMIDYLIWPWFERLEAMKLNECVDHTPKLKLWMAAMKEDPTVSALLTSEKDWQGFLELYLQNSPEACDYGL
PAD4 inh: human PAD4 inhibitors, primary screen, biochemical, fluorescence polarization, 1536-well format; recombinant PAD4, RCA probe fluorescence polarization; Protein-arginine deiminase type-4 (Homo sapiens), Q9UM07; inhibition, % at 6.36 µM; actives 0.41% (n = 330,000); AID 485272, 2010;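 active means percent inhibition above a cutoff equal to the mean of all tested compounds plus 3 SD, cut at about 15% in these data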;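 further: 0% = PAD4 with RCA probe and DMSO and 100% = probe without PAD4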
LYPLA2 inh: LYPLA2 inhibitors, primary screen, counter-screen for PME1 inhibitor project, biochemical, fluorescence polarization, FP-Rh probe ABPP | actives 0.38% (n = 320,000) | inhibition, % at 5.9 µM | recombinant LYPLA2;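 active means inhibition above the screen-wide mean plus 3 SD, limit set per campaign, cut at about 26% in these data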;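 further: 0% = LYPLA2 with DMSO and 100% = wells lacking LYPLA2 enzyme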
Target sequence (O95372 whole entry, looked up): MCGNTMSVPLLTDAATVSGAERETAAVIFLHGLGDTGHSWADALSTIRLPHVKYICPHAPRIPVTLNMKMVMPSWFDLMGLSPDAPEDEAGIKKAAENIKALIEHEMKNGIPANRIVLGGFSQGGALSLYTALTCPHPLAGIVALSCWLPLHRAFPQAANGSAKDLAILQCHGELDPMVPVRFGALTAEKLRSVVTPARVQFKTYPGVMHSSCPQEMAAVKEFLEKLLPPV
LYPLA1 counter: LYPLA1 inhibitors, primary screen, counter-screen for PME1 inhibitor project, biochemical, fluorescence polarization, FP-Rh probe ABPP | recombinant LYPLA1 | actives 0.16% (n = 320,000) | inhibition, % at 5.9 µM | AID 2174, 2009;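 active means inhibition above the mean of all tested compounds plus 3 SD, set per campaign, cut at about 14% in these data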;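 further: inhibitors block serine hydrolase probe labeling of LYPLA1 so polarization falls; 0% = enzyme with DMSO and 100% = wells lacking LYPLA1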
Target sequence (O75608 whole entry, looked up): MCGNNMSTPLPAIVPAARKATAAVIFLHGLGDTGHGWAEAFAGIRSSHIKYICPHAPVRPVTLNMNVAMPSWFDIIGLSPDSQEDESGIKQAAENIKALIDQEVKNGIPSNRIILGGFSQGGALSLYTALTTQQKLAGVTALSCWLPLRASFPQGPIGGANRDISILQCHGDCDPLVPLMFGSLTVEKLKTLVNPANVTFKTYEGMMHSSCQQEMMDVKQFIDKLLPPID
PAFAH2 inh: PAFAH2 enzyme inhibitors, primary screen, biochemical, fluorescence polarization, human. Platelet-activating factor acetylhydrolase 2, cytoplasmic (Homo sapiens), Q99487. recombinant PAFAH2, FP-rhodamine activity probe. inhibition, % at 3.39 µM. actives 0.99% (n = 340,000);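 active means inhibition above the mean over all tested compounds plus 3 SD, cut at about 30% in these data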;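 further: inhibitors block probe labeling of enzyme so polarization drops; 0% = enzyme with DMSO and 100% = wells lacking PAFAH2 protein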
pPAFAH FP inh: pPAFAH enzyme inhibitors, primary screen, biochemical, fluorescence polarization, human; recombinant pPAFAH, FP-rhodamine probe fluorescence polarization; inhibition, % at 3.39 µM; actives 1.5% (n = 330,000); AID 463082, 2010;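 active means inhibition above the mean inhibition across the screen plus 3 SD, cut at about 25% in these data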;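 further: inhibitors block binding of the rhodamine activity-based probe so polarization drops; 0% = enzyme with DMSO and 100% = wells lacking pPAFAH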
PAFAH1B3 inh: PAFAH1B3 enzyme inhibitors, primary screen, biochemical, fluorescence polarization, human; Platelet-activating factor acetylhydrolase IB subunit alpha1 (Homo sapiens), Q15102; inhibition, % at 3.39 µM; recombinant PAFAH1B3, FP-rhodamine probe; actives 0.28% (n = 340,000);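 active means inhibition above the screen-wide average of all tested compounds plus 3 SD, cut at about 25% in these data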;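 further: 0% = enzyme with DMSO only and 100% = wells lacking PAFAH1B3 protein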
Target sequence (Q15102 whole entry, looked up): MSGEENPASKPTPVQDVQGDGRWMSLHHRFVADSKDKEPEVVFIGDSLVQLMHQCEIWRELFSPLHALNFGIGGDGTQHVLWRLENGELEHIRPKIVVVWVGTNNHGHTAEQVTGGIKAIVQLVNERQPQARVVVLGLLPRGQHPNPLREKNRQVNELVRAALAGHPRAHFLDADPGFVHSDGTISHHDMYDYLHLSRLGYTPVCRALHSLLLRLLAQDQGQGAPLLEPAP
PAFAH1B2 inh: PAFAH1B2 enzyme inhibitors, primary screen, biochemical, fluorescence polarization, human. actives 1.2% (n = 340,000). AID 492953, 2010. recombinant PAFAH1B2, FP-rhodamine activity probe. inhibition, % at 3.39 µM;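 active means inhibition above the mean of all tested compounds plus 3 SD, cut at about 24% in these data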;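 further: 0% = enzyme with DMSO and 100% = wells lacking PAFAH1B2; many of its hits are not listed in these tables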
* hit, by the source's call. Only part of the results is shown; count on the stated rates, not on these rows.

How did Cc1ccc2ccc(S(=O)(=O)NCc3ccccn3)cc2c1 do in these assays?
PME-1 inh: -0.3; GSTO1 inh: 1.2; PAD4 inh: 2.4; LYPLA2 inh: 2.5; LYPLA1 counter: 1.2; PAFAH2 inh: 6.6; pPAFAH FP inh: 6.7; PAFAH1B3 inh: 2.5; PAFAH1B2 inh: 1.9

What do the screens show for `O=C(NCc1cccc2ccccc12)Nc1ccccc1`?
PME-1 inh: -4.8; GSTO1 inh: -4.0; PAD4 inh: 4.7; LYPLA2 inh: -1.3; LYPLA1 counter: -2.3; PAFAH2 inh: -8.9; pPAFAH FP inh: -1.4; PAFAH1B3 inh: 7.5; PAFAH1B2 inh: 9.0

Results for COc1ccc(-c2cc(C(=O)Nc3ccc(C(N)=O)cc3)c3ccccc3n2)cc1OC ?
PME-1 inh: -25.2; GSTO1 inh: -10.2; PAD4 inh: -0.3; LYPLA2 inh: -40.8; LYPLA1 counter: -18.4; PAFAH2 inh: -14.2; pPAFAH FP inh: -2.7; PAFAH1B3 inh: -8.7; PAFAH1B2 inh: -8.3

How did CCCn1c(=O)c(/C(N)=N/O)nn(-c2cccc(C(F)(F)F)c2)c1=O do in these assays?
PME-1 inh: -2.3; GSTO1 inh: -0.7; PAD4 inh: 2.7; LYPLA2 inh: -3.8; LYPLA1 counter: -0.9; PAFAH2 inh: -4.7; pPAFAH FP inh: -6.5; PAFAH1B3 inh: 12.6; PAFAH1B2 inh: 4.4

How did O=C(O)c1cscn1 do in these assays?
PME-1 inh: 0.6; GSTO1 inh: 1.8; PAD4 inh: 5.8; LYPLA2 inh: 2.8; LYPLA1 counter: 3.8; PAFAH2 inh: -16.6; pPAFAH FP inh: -4.6; PAFAH1B3 inh: 8.8; PAFAH1B2 inh: 0.3

What do the screens show for `COc1ccc(/C=N/Nc2snc(SC)c2C#N)cc1OC`?
PME-1 inh: 39.7*; GSTO1 inh: 9.4; PAD4 inh: 10.5; LYPLA2 inh: 2.0; LYPLA1 counter: -4.0; PAFAH2 inh: 3.6; pPAFAH FP inh: 23.7; PAFAH1B3 inh: 10.3; PAFAH1B2 inh: 4.0

What do the screens show for `CC(=O)Nc1ccc(NC(=O)CCc2nc3sc4c(c3c(=O)[nH]2)CCCC4)cc1`?
PME-1 inh: -7.1; GSTO1 inh: 1.5; PAD4 inh: 0.6; LYPLA2 inh: -1.1; LYPLA1 counter: 3.2; PAFAH2 inh: 7.4; pPAFAH FP inh: 10.0; PAFAH1B3 inh: 2.5; PAFAH1B2 inh: 2.1

What do the screens show for `COc1cccc(Cn2cnc3c(NS(=O)(=O)c4ccc(Cl)cc4)c(C)c(C)cc32)c1`?
PME-1 inh: -6.2; GSTO1 inh: -3.0; PAD4 inh: -0.3; LYPLA2 inh: 0.3; LYPLA1 counter: -1.6; PAFAH2 inh: -1.6; pPAFAH FP inh: 1.0; PAFAH1B3 inh: -3.7; PAFAH1B2 inh: -5.4

What do the screens show for `Cc1ccc(C)c(N(CC(=O)N2CCCC2)S(C)(=O)=O)c1`?
PME-1 inh: -3.2; GSTO1 inh: 7.9; PAD4 inh: -6.1; LYPLA2 inh: -3.8; LYPLA1 counter: -0.6; PAFAH2 inh: 4.2; pPAFAH FP inh: -3.2; PAFAH1B3 inh: -6.4; PAFAH1B2 inh: 6.6

Results for COc1ccc(OCC(O)CN2CCCCC2)cc1 (stereo not given) ?
PME-1 inh: -7.2; GSTO1 inh: -4.7; PAD4 inh: -2.3; LYPLA2 inh: -6.8; LYPLA1 counter: -0.8; PAFAH2 inh: 6.2; pPAFAH FP inh: -3.6; PAFAH1B3 inh: 4.1; PAFAH1B2 inh: 4.5

Results for Cc1noc(C)c1CSc1nnc(-c2ccccc2)o1 ?
PME-1 inh: -2.0; GSTO1 inh: -1.4; PAD4 inh: 3.5; LYPLA2 inh: -4.1; LYPLA1 counter: 1.5; PAFAH2 inh: -2.4; pPAFAH FP inh: 2.3; PAFAH1B3 inh: 4.5; PAFAH1B2 inh: -9.1

What do the screens show for `Cc1sc2ncnc(N3CCC(C(=O)Nc4sc5c(c4C(N)=O)CCC(C)C5)CC3)c2c1C` (stereo not given)?
PME-1 inh: -0.3; PAD4 inh: -1.5; LYPLA2 inh: -2.8; LYPLA1 counter: 0.7; PAFAH2 inh: -7.3; pPAFAH FP inh: 1.9; PAFAH1B3 inh: 1.7; PAFAH1B2 inh: 0.8

How did O=C(CCS(=O)(=O)c1ccccc1)Nc1nc2cc3c(cc2s1)OCCO3 do in these assays?
PME-1 inh: 4.0; GSTO1 inh: -13.4; PAD4 inh: -0.5; LYPLA2 inh: -6.5; LYPLA1 counter: -3.5; PAFAH2 inh: -7.2; pPAFAH FP inh: 8.6; PAFAH1B3 inh: 2.3; PAFAH1B2 inh: -3.4

How did COc1ccc(-c2cc(C#N)nc(N3CCN(C)CC3)n2)cc1 do in these assays?
PME-1 inh: 6.9; GSTO1 inh: -6.2; PAD4 inh: -4.4; LYPLA2 inh: 2.5; LYPLA1 counter: -3.3; PAFAH2 inh: 7.2; pPAFAH FP inh: 1.1; PAFAH1B3 inh: -0.9; PAFAH1B2 inh: 2.8

What do the screens show for `CS(=O)(=O)N(CC(=O)NCc1ccc2c(c1)OCO2)Cc1ccc(Cl)cc1`?
PME-1 inh: -0.8; GSTO1 inh: 11.8; PAD4 inh: -2.5; LYPLA2 inh: -0.6; LYPLA1 counter: -1.3; PAFAH2 inh: -13.4; pPAFAH FP inh: 1.4; PAFAH1B3 inh: -5.9; PAFAH1B2 inh: 11.6

How did O=C(NCCO)c1cccc2c1-c1ccccc1C2=O do in these assays?
PME-1 inh: -0.6; GSTO1 inh: 3.5; PAD4 inh: -2.0; LYPLA2 inh: 2.6; LYPLA1 counter: -0.8; PAFAH2 inh: -1.3; pPAFAH FP inh: -1.1; PAFAH1B3 inh: -6.2; PAFAH1B2 inh: -0.5

How did CCc1ccc2[nH]c(=O)c(CN(Cc3ccc4c(c3)OCO4)Cc3nnnn3C3CCCC3)cc2c1 do in these assays?
PME-1 inh: 3.1; GSTO1 inh: -8.1; PAD4 inh: 2.8; LYPLA2 inh: -5.1; LYPLA1 counter: -5.5; PAFAH2 inh: 0.7; pPAFAH FP inh: 5.7; PAFAH1B3 inh: 7.2; PAFAH1B2 inh: -0.1

How did NS(=O)(=O)c1cccc(NC(=O)COC(=O)C2CCCCC2)c1 do in these assays?
PME-1 inh: -5.6; GSTO1 inh: 20.0; PAD4 inh: -2.9; LYPLA2 inh: -3.5; LYPLA1 counter: -1.4; PAFAH2 inh: 16.6; pPAFAH FP inh: -4.3; PAFAH1B3 inh: 6.6; PAFAH1B2 inh: 1.6

Results for CCCCCCCNC(=O)CN1C(=O)CSc2ccc(S(=O)(=O)N3CCOCC3)cc21 ?
PME-1 inh: 6.7; GSTO1 inh: 4.6; PAD4 inh: 5.2; LYPLA2 inh: 4.2; LYPLA1 counter: -1.4; PAFAH2 inh: -1.2; pPAFAH FP inh: 2.8; PAFAH1B3 inh: 3.3; PAFAH1B2 inh: 1.9

How did CNC(=O)CN(c1ccc(C23CC4CC(CC(C4)C2)C3)cc1)S(C)(=O)=O do in these assays?
PME-1 inh: 0.4; GSTO1 inh: 0.4; PAD4 inh: -0.8; LYPLA2 inh: -4.9; LYPLA1 counter: -0.2; PAFAH2 inh: -0.5; pPAFAH FP inh: -2.3; PAFAH1B3 inh: 7.4; PAFAH1B2 inh: 12.4

Results for O=[N+]([O-])c1ccc(NCc2ccncc2)cc1 ?
PME-1 inh: 3.5; GSTO1 inh: -2.9; PAD4 inh: -0.1; LYPLA2 inh: -4.1; LYPLA1 counter: 0.0; PAFAH2 inh: 0.0; pPAFAH FP inh: -1.7; PAFAH1B3 inh: 4.4; PAFAH1B2 inh: 2.2

Results for Cc1cccc2cc(CN(CCN3CCCC3)C(=O)NC3CCCCC3)c(=O)[nH]c12 ?
PME-1 inh: 1.9; GSTO1 inh: 4.2; PAD4 inh: 2.2; LYPLA2 inh: 1.4; LYPLA1 counter: 1.3; PAFAH2 inh: 0.2; pPAFAH FP inh: 2.2; PAFAH1B3 inh: -1.9; PAFAH1B2 inh: 6.0

Results for Cc1ccc(C(=O)N/N=C/c2cc(C)n(-c3ccc(Br)cc3)c2C)cc1[N+](=O)[O-] ?
PME-1 inh: 4.4; GSTO1 inh: -14.7; PAD4 inh: -4.7; LYPLA2 inh: -1.9; LYPLA1 counter: -3.1; PAFAH2 inh: -13.7; pPAFAH FP inh: 14.5; PAFAH1B3 inh: 3.1; PAFAH1B2 inh: -1.9

How did CCOC(=O)Cc1csc(NC(=O)Nc2cccs2)n1 do in these assays?
PME-1 inh: 6.5; GSTO1 inh: 8.1; PAD4 inh: -1.6; LYPLA2 inh: 2.7; LYPLA1 counter: 1.2; PAFAH2 inh: -4.4; pPAFAH FP inh: 1.4; PAFAH1B3 inh: 5.9; PAFAH1B2 inh: 7.0

What do the screens show for `CCC(=O)Nc1cccc(NC(=O)CSc2nnc(C3CC3)n2C)c1`?
PME-1 inh: -2.0; GSTO1 inh: 1.0; PAD4 inh: -2.6; LYPLA2 inh: -3.1; LYPLA1 counter: -0.2; PAFAH2 inh: -7.5; pPAFAH FP inh: 5.7; PAFAH1B3 inh: 7.7; PAFAH1B2 inh: 5.0

Results for O=c1ccnc(Sc2ncccc2[N+](=O)[O-])[nH]1 ?
PME-1 inh: -4.9; GSTO1 inh: 4.5; PAD4 inh: 0.3; LYPLA2 inh: -0.5; LYPLA1 counter: 4.5; PAFAH2 inh: 3.4; pPAFAH FP inh: 1.7; PAFAH1B3 inh: 9.8; PAFAH1B2 inh: 5.3

What do the screens show for `Cn1cnc2cc(NCc3ccccc3O)ccc21`?
PME-1 inh: 3.0; GSTO1 inh: 8.1; PAD4 inh: -8.8; LYPLA2 inh: 3.7; LYPLA1 counter: 5.5; PAFAH2 inh: 1.4; pPAFAH FP inh: 4.7; PAFAH1B3 inh: 3.4; PAFAH1B2 inh: 1.4

Results for COc1ccc(CNc2ccc(C)c(C)c2)c(OC)c1OC ?
PME-1 inh: -2.5; GSTO1 inh: 6.8; PAD4 inh: 0.3; LYPLA2 inh: 0.7; LYPLA1 counter: 0.5; PAFAH2 inh: -1.2; pPAFAH FP inh: 6.3; PAFAH1B3 inh: -3.6; PAFAH1B2 inh: -1.3

Results for COc1cccc(-c2nc(SC)nc3sc(C(=O)NC(C)(C)C)c(N)c23)c1 ?
PME-1 inh: -2.0; GSTO1 inh: 1.0; PAD4 inh: -2.6; LYPLA2 inh: -3.1; LYPLA1 counter: -3.5; PAFAH2 inh: 2.5; pPAFAH FP inh: 13.4; PAFAH1B3 inh: 9.3; PAFAH1B2 inh: 2.6
